hcGAS lum = Primary biochemical luminescence assay for human cyclic GMP-AMP synthase inhibitors; recombinant h-cGAS, ATP depletion, Kinase-Glo luminescence; Q8N884; 290,000 tested, 0.081% active; inhibition, % at 12.5 µM;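 further: 0% = vehicle reaction and 100% = reaction without DNA for no activity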
Target sequence (Q8N884 whole entry, looked up): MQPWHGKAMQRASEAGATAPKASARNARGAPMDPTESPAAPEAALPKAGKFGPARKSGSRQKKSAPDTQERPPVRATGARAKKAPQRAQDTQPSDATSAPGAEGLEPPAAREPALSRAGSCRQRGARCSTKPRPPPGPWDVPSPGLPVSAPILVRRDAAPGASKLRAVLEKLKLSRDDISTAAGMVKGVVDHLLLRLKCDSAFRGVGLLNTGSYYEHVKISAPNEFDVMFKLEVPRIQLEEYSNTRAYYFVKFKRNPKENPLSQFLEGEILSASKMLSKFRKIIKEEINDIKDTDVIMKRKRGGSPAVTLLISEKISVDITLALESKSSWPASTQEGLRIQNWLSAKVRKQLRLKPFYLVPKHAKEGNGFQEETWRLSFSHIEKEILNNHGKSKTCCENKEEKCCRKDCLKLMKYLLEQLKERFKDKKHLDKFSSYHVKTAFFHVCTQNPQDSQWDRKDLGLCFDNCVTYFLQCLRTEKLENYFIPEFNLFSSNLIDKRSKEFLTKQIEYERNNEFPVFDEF
NPYLR7 ag = agonists of mosquito NPYLR7 receptor, primary screen, cell-based, Aedes aegypti, calcium fluorescence, mosquito biting behavior; 270,000 tested, 0.15% active; AID 1259423, 2018; HEK293T NPYLR7/Galpha15, GCaMP6s calcium fluorescence; activation, % at 10 µM; Aedes aegypti neuropeptide Y-like receptor 7 (NPYLR7); in the data active means activation above about 40%;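 further: 0% = vehicle and 100% = reference agonist at the receptor; some compounds past the cut are filed as inactive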
mcGAS inh = cyclic GMP-AMP synthase inhibitors, mouse, primary biochemical chemiluminescence. Q8C6L5. recombinant cGAS, Kinase-Glo ATP depletion luminescence. 160,000 tested, 0.15% active. inhibition, % at 12.5 µM;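 further: 0% = negative control wells and 100% = reference inhibitor with no enzyme activity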
An asterisk follows results filed as active; nt = not tested or not shown. Unless noted, no stated cut-off is given here; in the data, active means inhibition above about 40%; inactive means the rest.

SMILES	hcGAS lum	NPYLR7 ag	mcGAS inh
COCCN(Cc1cccc(OS(=O)(=O)C(C)C)c1)C(=O)NC(C)C	-9	26	-7
C#CCNC(=O)COc1c(Br)cc(C)cc1Br	1	-2	-12
Fc1ccccc1SCc1csc(-c2ccc(Cl)cc2)n1	5	4	1
COCCN1C(=O)C=C(Nc2ccc(C(=O)O)cc2)C1=O	8	1	nt
CCn1cnnc1CCNC(=O)c1occc1C	-2	2	nt
Cc1cc2c(c(-c3ccc(S(N)(=O)=O)cc3F)c1)OC(CN)C2 (stereo not given)	-4	-1	-12
CCC(=O)Nc1cc(-c2ccc(Cl)cc2)nn1-c1ccc(Br)cc1	0	6	-5
N#CC(=C(O)Cn1nc(C(=O)O)c2ccccc2c1=O)c1nc2ccccc2s1	-1	6	25
Cc1cccc(N2CCN(C(=O)c3ccc(N4CC(C)OC(C)C4)nc3)CC2)c1C (stereo not given)	-9	6	nt
Cc1nc(C2CCCNC2)cc(N2CCC3(CC2)Nc2ccccc2NC3=O)n1 (stereo not given)	-2	1	nt
Cc1cccc(OCc2nc(CN(C(=O)c3cccs3)C(C)C)cs2)c1C	-3	16	-5
Cc1nc2ccc(Cl)cn2c(=O)c1NC(=O)c1ccc(F)cc1F	-16	4	nt
C=CCOc1ccc(CN2CCC3(CC2)C(=O)NCCN3C)cc1CC=C	2	-2	-1
CCOc1ccc(CCNC(=O)c2cc(Cl)c3c(c2)OCO3)cc1OCC	-4	2	-8
CC(C)CN(Cc1csc(COc2cccc3ccccc23)n1)C(=O)c1ccc(F)cc1	-1	15	-3
c1ccc(-c2cn[nH]c2C2CCCNC2)cc1 (stereo not given)	-5	2	0
COc1cc(C(=O)N2CCCN(c3ccncc3C)CC2)nc(OC)n1	-3	-1	nt
Cc1nc(C(Cl)(Cl)Cl)nc(N)c1C(=O)c1ccccc1	3	-11	nt
CC(C)CCNC(=O)CCc1nc2cc(S(=O)(=O)N3CCCCC3)ccc2n1C	-7	-2	-10
CSc1ccc(CC2(CCC(=O)NC(C)c3cccs3)CCC(=O)N2)cc1 (stereo not given)	-7	15	-12
O=C(CCc1ccc(S(=O)(=O)N2CCCCC2)cc1)NCCc1cccs1	-8	0	-7
Cc1ccc(C=C(C#N)c2nc3sc4c(c3c(=O)[nH]2)CCCC4)s1	-3	2	-4
COCc1cnc2c(c1SCC(=O)Nc1c(C)cc(C)cc1C)c(=O)n(C)c(=O)n2C	3	1	-4
CCOc1ccc(OCC)c(S(=O)(=O)NCc2ccc3c(c2)OCO3)c1	-5	-1	nt

Compound profiles, from the list above. Values in the order: hcGAS lum | NPYLR7 ag | mcGAS inh
Profile of CC(C)CN(Cc1csc(COc2cccc3ccccc23)n1)C(=O)c1ccc(F)cc1 = -1 | 15 | -3
Profile of C=CCOc1ccc(CN2CCC3(CC2)C(=O)NCCN3C)cc1CC=C = 2 | -2 | -1
Profile of COCc1cnc2c(c1SCC(=O)Nc1c(C)cc(C)cc1C)c(=O)n(C)c(=O)n2C = 3 | 1 | -4
Profile of CCOc1ccc(CCNC(=O)c2cc(Cl)c3c(c2)OCO3)cc1OCC = -4 | 2 | -8
Profile of CC(C)CCNC(=O)CCc1nc2cc(S(=O)(=O)N3CCCCC3)ccc2n1C = -7 | -2 | -10

Carrying on.
SMILES	hcGAS lum	NPYLR7 ag	mcGAS inh
Clc1ccc2nc3c(nc2c1)-c1cccc2cccc-3c12	-3	-2	nt
CCOC(=O)c1csc(NC(=O)c2cccc(C(F)(F)F)c2)n1	-8	-4	-5
Cc1c(CSc2nnc(C3CC3)n2C2CC2)noc1-c1ccc(F)cc1	-5	16	nt
CCN(Cc1ccc(OC)cc1)C(=O)CC1C(=O)N(C)C(=O)N1C (stereo not given)	-3	18	nt
Cc1ccc(C)c(N2CCN(c3nc(-c4ccccc4)c4cc(Br)ccc4n3)CC2)c1	-4	10	-4
Cc1cccc(COC(CN2CCN(S(=O)(=O)c3ccc(Cl)s3)CC2)c2ccc(Cl)cc2)c1 (stereo not given)	-2	21	-6
N#Cc1nc(-c2ccc(S(=O)(=O)N3CCCCCC3)cc2)oc1N1CCc2ccccc2C1	-5	1	0
Cc1cc(CN2CCC(CNC(=O)Nc3ccccc3)C2)oc1C (stereo not given)	4	7	nt
Cc1nc2ccccn2c1P(c1c(C)nc2ccccn12)c1c(C)nc2ccccn12	-6	4	nt
Cc1nc(-c2cccc(S(=O)(=O)N3CCCC4(CCNC4)C3)c2)no1 (stereo not given)	-3	2	nt
CCOC(=O)C1(Cc2cccc(Cl)c2)CCCN(C(=O)CCn2cccn2)C1 (stereo not given)	0	2	nt
CCOC(=O)CCN(CC1CC1)C(=O)c1ccc2ccccc2n1	-14	4	nt

Some of the entries above, reformatted.
SMILES,hcGAS lum,NPYLR7 ag,mcGAS inh
c1ccc(-c2cn[nH]c2C2CCCNC2)cc1 (stereo not given),-5,2,0
Cc1nc2ccc(Cl)cn2c(=O)c1NC(=O)c1ccc(F)cc1F,-16,4,nt
Cc1cccc(OCc2nc(CN(C(=O)c3cccs3)C(C)C)cs2)c1C,-3,16,-5
Cc1nc2ccccn2c1P(c1c(C)nc2ccccn12)c1c(C)nc2ccccn12,-6,4,nt

The list goes on.
SMILES	hcGAS lum	NPYLR7 ag	mcGAS inh
O=C1O[C@@H](c2ccccc2)[C@@H](C(=O)O)c2ccccc21	-3	-1	-2
Cc1nccnc1N1CC[C@@]2(O)CCN(C(=O)CN(C)C)C[C@H]2C1	-9	nt	-5
C=CCN(Cc1cccn1Cc1cccc(F)c1)CC(O)COc1ccccc1C (stereo not given)	1	nt	0
Cc1nc2ccccn2c1CN(C)C(=O)CCc1nnc(CCCCc2ccccc2)o1	-5	5	nt
COc1ccccc1CN(C(=O)Nc1cccc(C#N)c1)C1CC1	-8	16	nt
CC(Oc1ccccc1)C(=O)Nc1ccc(OC2CCN(C(=O)OC(C)(C)C)C2)cc1 (stereo not given)	-6	-5	-7
COCC(C)NC(=O)c1cc(N2CCc3cc(OC)c(OC)cc3C2)nc2ccccc12 (stereo not given)	-5	12	0
COc1ccc(Br)cc1CSc1n[nH]c(N)n1	-15	5	nt
COCCN1CCC(CN(C)C(=O)c2ccc(Cl)c(C)c2)C1 (stereo not given)	-2	-4	nt
CC(C)Cn1c(N)c(Br)c(=O)[nH]c1=O	-6	0	nt
COc1ccc(C2C3=C(CCCC3=O)N=C(C)C2C#N)c(OC)c1 (stereo not given)	-6	4	-7
Cn1cc(N2CCCC(Nc3ccc(Br)cn3)C2)cn1 (stereo not given)	-7	5	-6
CN1CCN(n2c3c(c(SCC(=O)NC4CCCC4)nc2=O)CCCC3)CC1	-2	1	-8
c1nc(NC2CCCCCC2)c2c3c(sc2n1)CCC3	-1	0	-8
CCCCCCC(=O)N(CCCOC)CC(=O)N1CCc2sccc2C1c1ccc(F)cc1 (stereo not given)	-8	15	-3
Nc1c(CC(=O)O)cccc1C(=O)c1ccc(Br)cc1	-6	0	-7
Cc1nc(SCC(=O)NCCc2ccccc2)c2oc3ccccc3c2n1	0	-9	-2
Cc1oncc1CN1CCN(C(=O)C2CCCO2)CC1 (stereo not given)	-8	nt	1
COc1ccc(C2c3ccsc3CCN2C(=O)CN(C(=O)c2cccc(Br)c2)C(C)C)cc1 (stereo not given)	-4	19	-5
O=C(c1cc(Cl)ccc1OC1CCN(C2CCCC2)CC1)N1CCSCC1	-7	-2	nt
Cc1ccc(CN2CC(C(=O)N(C)Cc3noc(C)n3)CC2=O)cc1 (stereo not given)	-5	-1	nt
CCOC(=O)CCc1n[nH]c(=O)c2ccccc12	-1	7	-3
COc1ccc(CN(Cc2ccco2)C(=O)CCn2c(=O)oc3ccccc32)c2ccccc12	-8	-7	nt
COc1ccc(OC)c(NC(=O)C(C)OC(=O)c2ccsc2)c1 (stereo not given)	-1	1	-12
COc1ccccc1N1CC(NC(=O)CCc2c(C)nn(C)c2C)CC1=O (stereo not given)	-6	10	nt
O=C(Nc1cccc(/C=C/c2ccccn2)c1)C1CCCC1	-7	-2	nt
CO[C@H]1CN(Cc2nccn2C(C)C)CC[C@H]1N	-6	10	nt
COc1ccc(S(=O)(=O)NCc2ccc(C)cc2)c2ccccc12	-2	-2	nt
Cc1ccc(NC(=O)NC(C)C2CCN(C)CC2)cc1OC(F)F (stereo not given)	-11	9	nt
Cc1c(C(=O)N2CCOC3(CNCCOC3)C2)n(C)c2c(C)cccc12 (stereo not given)	-2	4	nt
O=C(CCN(Cc1ccco1)c1nc(-c2ccccc2Cl)nc2ccccc12)NCc1cccc(C(F)(F)F)c1	-4	16	-6
COc1ccccc1-c1cc(NC(=O)C2C(C=C(C)C)C2(C)C)n[nH]1 (stereo not given)	3	1	nt
COC(=O)c1cc(NC(=O)c2cc(-c3cccs3)nc3onc(C)c23)cc(C(=O)OC)c1	-6	-2	nt
Cc1csc(C(C)N(C)C(=O)CC2(c3ccccc3)CC(=O)N(Cc3ccncc3)C2=O)n1 (stereo not given)	-6	22	-10
CC1=CCC=CC1C(=O)N1CCOC(COc2ccccc2)C1 (stereo not given)	4	-21	nt
O=C(NCc1nc(Cc2cccs2)no1)c1cccc2ccnn12	3	-2	3
Brc1ccc(C=NN2CCN(Cc3cccc4ccccc34)CC2)s1	-9	-5	-5
C=CCn1c(SCC(=O)NCc2ccc3c(c2)OCO3)nc2sc3c(c2c1=O)CCC3	-2	-4	-1
O=C(O)CC1CNCCN(C(=O)c2cc3c(s2)CCCCC3)C1 (stereo not given)	-5	26	nt
CN(Cc1cccs1)C(=O)CN1C(=O)CS/C1=C\C(=O)C(C)(C)C	-6	8	nt
CN1CCCN(c2nc(-c3ccccc3)c3ccccc3n2)CC1	-7	-1	nt
COc1ccccc1-n1c(SCc2ccc(C(=O)NC3CC3)cc2)nnc1-c1ccc(C)cc1	-9	17	-5
CN(CC(=O)Nc1ccc(F)cc1)Cc1nc(-c2cccs2)no1	4	-17	1
COc1ccccc1OCC1CN(C(=O)Cc2ccsc2)CCO1 (stereo not given)	-4	21	-9
C=CCn1nnc(NC(=O)c2cc(C)cc(C)c2)n1	-8	-2	nt
COc1ccc(C2NC(=O)N(C)C3=C2C(=O)N(Cc2ccccn2)C3)cc1 (stereo not given)	-7	-1	-8
CCOC(=O)C(=O)N1[C@@H](c2ccco2)[C@@H](C(=O)OCC)C[C@]12CCCCN(CCO)C2=O	-3	6	-6
CCOC(=O)N1CCc2c(sc(NC(=O)c3cccs3)c2-c2nc3ccccc3s2)C1	-4	1	nt

In a second layout: results already given.
| canonical_smiles | hcGAS lum | NPYLR7 ag | mcGAS inh |
| --- | --- | --- | --- |
| COc1ccccc1OCC1CN(C(=O)Cc2ccsc2)CCO1 (stereo not given) | -4 | 21 | -9 |
| C=CCn1nnc(NC(=O)c2cc(C)cc(C)c2)n1 | -8 | -2 | nt |

(list continues)
SMILES	hcGAS lum	NPYLR7 ag	mcGAS inh
Cc1ccc2nc(-c3ccccc3C)c(NC(=O)CC(C)(C)C)n2c1	-8	-5	-9
CCOC(=O)c1c(C)[nH]c(C)c1C	0	3	-2
Cc1nn(CC(=O)N(c2ccccc2)C(C)C)c(C)c1S(=O)(=O)N1CCC(C)CC1	-4	-1	-16
CC(C)S(=O)(=O)Oc1ccc(CN(CCN(C)C)C(=O)c2cccc(F)c2)cc1	-4	18	-7
COc1ccc(Br)cc1C=C(C#N)C(=O)C(C)(C)C	1	2	-3
O=C(CCCc1nc(C2CC2)no1)N1CCC2(CCCCC2)CC1	-5	10	nt
CN(Cc1nc2ccc(Cl)cc2[nH]1)C(=O)c1ccccc1C1CCNC1 (stereo not given)	-5	3	nt
CCCNC(=O)N(Cc1cc(-c2ccc(C)c(C)c2)on1)C1CC1	-4	nt	-3
O=C(c1ccnc(Cl)c1)N1CCCC(Nc2ccc(F)cc2)C1 (stereo not given)	4	-3	nt
CCN(Cc1ccc2c(c1)OCCO2)C(=O)CSc1nnc(NC)s1	5	-2	nt
C=CC[C@@H]1CC=C[C@@H](C)N1C(=O)c1cc(C)c(C)c(S(N)(=O)=O)c1	-12	13	nt
Cc1cc(Cl)ccc1OCc1ccc(C(N)=O)cc1	-12	0	nt
CN1Cc2ccccc2CC1C(=O)NCc1cc2ccc(F)cc2[nH]c1=O (stereo not given)	-6	3	nt
O=C(O)Cc1coc2cc(O)ccc12	-4	-3	nt
COCCNC(=O)C(NC(=O)c1ccccc1C)C1CCN(C(=O)Nc2ccc(C)cc2)CC1 (stereo not given)	-2	2	-3
CN1c2ccccc2CC(C#N)(c2nc3ccccc3s2)C12CCCCC2 (stereo not given)	-9	0	-6
O=C(c1ccc(Cl)cc1)N1N=C(C(F)(F)F)CC1(O)c1ccccc1 (stereo not given)	-13	-3	-5
Cc1ccccc1-n1c(C)nnc1SCc1ccc(C(=O)NCc2ccc(F)cc2)cc1	4	-8	-1
CC(NC(=O)NCC(=O)c1ccc(F)cc1)C1CC2CCC1C2 (stereo not given)	-6	3	nt
CCNc1nc(Nc2cc(C)cc(C)c2)c2cnn(-c3ccccc3)c2n1	-5	1	-8
CC(C)c1cccc(C(C)C)c1NC(=O)N(CC(=O)N1CCc2sccc2C1c1ccccc1)C(C)C (stereo not given)	-7	16	-6
CCN(CCc1ccccn1)C(=O)c1ccc2nc(-c3ccc4c(c3)OCO4)[nH]c2c1	-5	-2	-3
O=C(Nc1ccccc1)c1cnc2ccccc2c1C(F)(F)F	-1	12	nt
Cc1nc(-c2nccn2Cc2ccc3c(c2)CC(C)(C)O3)co1	-3	25	nt
OC(CN(Cc1cscn1)C1CC1)c1ccc(F)cc1 (stereo not given)	-7	-1	nt
CC(C)CN1CCC(C(=O)NNC(=O)c2ccccc2F)C1 (stereo not given)	-5	4	-9

Not a hit list (roughly 0.26% active in at least one column).
